bIAP inhibitor – intestinal alkaline phosphatase (bovine) inhibition; inhibition, % at 20 µM; 190,000 tested, under 10 active; AID 1019; purified bovine IAP, CDP-star luminescence, 30 min;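 active = over 50% inhibition of intestinal alkaline phosphatase at 20 µM in the single-dose screen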
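System: Purified bovine intestinal alkaline phosphatase (IAP) enzyme | Input: IAP diluted 1/65,000,000 in the well | Also added: CDP-star chemiluminescent phosphatase substrate, 30 µM final | Dosing: 20 µM single dose | Times: Enzyme reaction for 30 min at room temperature | Detection: Luminescence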
PPARg SRC-1 ag – agonists of human PPARgamma SRC-1 coactivator recruitment; P37231; PPARgamma-SRC-1 coactivator recruitment biochemical assay; activation, % at 8 µM; hit rate 0.41% among 200,000; in the data active = activation above about 19%;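 note: 0% = DMSO and 100% = reference agonist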
Target sequence (P37231 whole entry, looked up): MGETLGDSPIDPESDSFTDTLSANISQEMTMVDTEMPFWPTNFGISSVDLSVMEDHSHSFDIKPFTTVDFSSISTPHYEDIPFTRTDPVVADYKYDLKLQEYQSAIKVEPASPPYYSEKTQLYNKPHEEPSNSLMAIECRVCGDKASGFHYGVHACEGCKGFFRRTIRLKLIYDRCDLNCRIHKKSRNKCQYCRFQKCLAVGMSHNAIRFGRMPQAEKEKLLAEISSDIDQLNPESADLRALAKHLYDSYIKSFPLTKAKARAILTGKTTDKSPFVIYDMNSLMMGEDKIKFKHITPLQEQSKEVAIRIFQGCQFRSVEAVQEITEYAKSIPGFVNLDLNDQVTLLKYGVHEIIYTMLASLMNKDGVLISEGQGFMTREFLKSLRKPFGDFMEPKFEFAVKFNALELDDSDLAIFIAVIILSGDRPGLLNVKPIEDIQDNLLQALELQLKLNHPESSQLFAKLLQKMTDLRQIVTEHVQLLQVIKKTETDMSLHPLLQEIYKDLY
bIAP activator – increases bovine intestinal alkaline phosphatase activity; hit rate 0.17% among 200,000; activation factor at 20 µM; purified bovine IAP, CDP-star luminescence, 30 min; active compounds read high; fold of DMSO-control signal, blank-subtracted;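 active = activation factor of 2 or more at 20 µM, a signal rise over negative controls twice the positive control's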
TNAP inh no acc – TNAP (human) inhibition, acceptor-free conditions | purified TNAP, CDP-star luminescence, 30 min | inhibition, % at 20 µM | hit rate 0.26% among 200,000 | AID 1012;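 active = tissue-nonspecific alkaline phosphatase inhibition above about 50% at 20 µM in the single-dose screen, limit read from the data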;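 note: 0% = DMSO negative control and 100% = EDTA positive control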
Target sequence (P05186 whole entry, looked up): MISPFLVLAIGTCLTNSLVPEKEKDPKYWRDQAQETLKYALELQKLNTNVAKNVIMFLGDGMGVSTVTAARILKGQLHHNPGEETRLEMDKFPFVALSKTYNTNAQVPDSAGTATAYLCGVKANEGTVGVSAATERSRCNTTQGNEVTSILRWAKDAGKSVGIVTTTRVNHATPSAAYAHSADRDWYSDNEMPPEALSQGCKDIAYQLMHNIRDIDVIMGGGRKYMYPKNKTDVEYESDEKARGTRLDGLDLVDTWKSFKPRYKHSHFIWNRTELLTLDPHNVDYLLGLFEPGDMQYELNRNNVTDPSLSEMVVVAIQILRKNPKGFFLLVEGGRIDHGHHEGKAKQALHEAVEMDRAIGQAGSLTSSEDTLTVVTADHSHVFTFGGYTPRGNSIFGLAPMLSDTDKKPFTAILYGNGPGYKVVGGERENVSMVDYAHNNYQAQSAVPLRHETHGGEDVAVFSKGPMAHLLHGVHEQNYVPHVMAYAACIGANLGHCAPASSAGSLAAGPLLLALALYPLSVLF
PPARg SRC-3 ag – PPARgamma-driven SRC-3 recruitment agonism; P37231; biochemical PPARgamma/SRC-3 coactivator recruitment assay; activation, % at 8 µM; hit rate 0.26% among 200,000; AID 731; in the data active = activation above about 23%;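 note: 0% = DMSO and 100% = reference agonist; some compounds past the cut are filed as inactive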
HMGR II inh – blocks class II HMG-CoA reductase of Enterococcus faecalis | purified E. faecalis HMGR, NADPH absorbance 340 nm kinetic | inhibition, % at 10 µM | hit rate 0.41% among 190,000;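 active = inhibition above a set limit, the median over all tested compounds plus 3 SD, cut at about 9.5% in these data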;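 note: enzyme runs in reverse so mevalonate oxidation gives rising NADPH absorbance; 0% = complete reaction with DMSO and 100% = background rate lacking mevalonate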
TNAP act hi DEA – increases human TNAP activity under high phosphate acceptor concentration; P05186; purified TNAP, CDP-star luminescence, 1 M DEA, 30 min; active compounds read high; 0 = EDTA background, 1 = DMSO-only activity; activation factor at 20 µM; 200,000 tested, under 10 active; AID 1136;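 active = activation factor at least 2 at 20 µM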
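Control set: EDTA negative control, DMSO positive control / Assay system: human TNAP / Quantity: TNAP 1/800 final / Evaluation: TNAP activation factor scaled between EDTA and DMSO control wells / Measured by: luminescent substrate turnover signal / Compound dosing: one dose, 20 µM / Times: 30 min enzyme reaction at room temperature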
TNAP inh hi DEA – blocks human TNAP under high phosphate acceptor concentration. P05186. purified TNAP, CDP-star luminescence, 1 M DEA. inhibition, % at 20 µM. hit rate 0.03% among 200,000;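 active = over 50% inhibition of tissue-nonspecific alkaline phosphatase at 20 µM in the single-dose screen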;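 note: plate controls were DMSO wells for no effect and EDTA-quenched wells as full inhibition for full effect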
PPARg SRC2 recr – PPARgamma-driven SRC-2 recruitment agonism; PPARgamma LBD-SRC-2 recruitment, biochemical; P37231; hit rate 0.34% among 200,000; activation, % at 8 µM; in the data active = activation above about 22%;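 note: 0% = vehicle and 100% = reference agonist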
SRC2 TRFRET art – flags TR-FRET format artefacts in PPARgamma SRC-2 recruitment agonist screen; hit rate 0.4% among 200,000; AID 1049; TR-FRET artefact counter-screen; active compounds read high; TR-FRET ratio at 8 µM; in the data active = TR-FRET ratio above about 2000; note: inactives centre near 1500
* = called active by the depositor; x = no result given. Random draw from the library. Share with any hit: about 1.6%.

SMILES	bIAP inhibitor	PPARg SRC-1 ag	bIAP activator	TNAP inh no acc	PPARg SRC-3 ag	HMGR II inh	TNAP act hi DEA	TNAP inh hi DEA	PPARg SRC2 recr	SRC2 TRFRET art
CCn1c(=NC(=O)CSC(C)=O)sc2cc(F)ccc21	31	3	0.7	-8	4	3	1	3	4	1634
C(=N\Nc1nc(N2CCOCC2)nc(N2CCOCC2)n1)/c1ccncc1	-4	-2	1	-8	1	-8	1	2	8	1647
C#CC1(O)CC(C)N(C)C(C)C1 (centres undefined)	8	8	0.9	-19	2	1	1	-5	11	1616
Nc1nc2sc3c(c2c(=O)s1)CCCC3	33	-6	0.7	-3	-9	-9	1.1	-6	-2	1504
C/C(=N\NC(=O)COc1ccc(C#N)cc1)c1ccc(N2CCOCC2)cc1	20	0	0.8	-9	2	-2	1	-4	-2	1719
CC1CC1C(=O)Nc1nc(-c2ccccn2)cs1 (centres undefined)	-35	-2	1.4	-24	-2	-1	1.1	-5	-6	1441
CC1CCN(c2ccc(NC(=O)c3cccnc3Cl)cc2)CC1	-15	1	1.2	-6	6	-2	1.1	-6	5	1563
Cc1ccc(N(CC(=O)N2CCOCC2)S(C)(=O)=O)cc1C	8	3	0.9	-6	-6	-7	1	3	3	1381
CCOC(=O)C1(CCSC)NC(c2ccco2)C2C(=O)N(C)C(=O)C21 (centres undefined)	4	7	1	-2	11	-1	1.1	-11	7	1607
N#Cc1cnc(NOCc2ccc(Cl)cc2)nc1	-5	4	1.1	-16	-1	9.6*	1.1	-5	3	1338
O=C(O)c1cc2nc(-c3cccs3)cc(C(F)(F)F)n2n1	-32	3	1.3	-14	-3	-1	1	1	3	1625
Cc1occc1C(=O)NC(C)CCc1ccccc1 (centres undefined)	6	7	0.9	-14	3	3	1.1	-7	4	1612

7 entries picked at random from the list so far:
SMILES	bIAP inhibitor	PPARg SRC-1 ag	bIAP activator	TNAP inh no acc	PPARg SRC-3 ag	HMGR II inh	TNAP act hi DEA	TNAP inh hi DEA	PPARg SRC2 recr	SRC2 TRFRET art
Nc1nc2sc3c(c2c(=O)s1)CCCC3	33	-6	0.7	-3	-9	-9	1.1	-6	-2	1504
CCOC(=O)C1(CCSC)NC(c2ccco2)C2C(=O)N(C)C(=O)C21 (centres undefined)	4	7	1	-2	11	-1	1.1	-11	7	1607
Cc1occc1C(=O)NC(C)CCc1ccccc1 (centres undefined)	6	7	0.9	-14	3	3	1.1	-7	4	1612
C#CC1(O)CC(C)N(C)C(C)C1 (centres undefined)	8	8	0.9	-19	2	1	1	-5	11	1616
O=C(O)c1cc2nc(-c3cccs3)cc(C(F)(F)F)n2n1	-32	3	1.3	-14	-3	-1	1	1	3	1625
C/C(=N\NC(=O)COc1ccc(C#N)cc1)c1ccc(N2CCOCC2)cc1	20	0	0.8	-9	2	-2	1	-4	-2	1719
C(=N\Nc1nc(N2CCOCC2)nc(N2CCOCC2)n1)/c1ccncc1	-4	-2	1	-8	1	-8	1	2	8	1647

Additional results:
SMILES	bIAP inhibitor	PPARg SRC-1 ag	bIAP activator	TNAP inh no acc	PPARg SRC-3 ag	HMGR II inh	TNAP act hi DEA	TNAP inh hi DEA	PPARg SRC2 recr	SRC2 TRFRET art
CC(C)C1C(C#N)=C(N)Oc2n[nH]c(C(C)(C)C)c21 (centres undefined)	13	-2	0.9	2	-2	0	1	-4	0	1444
O=C(Nc1ccc(-c2nnc(-c3ccccc3)o2)cc1)C1CCCO1 (centres undefined)	3	4	1	-9	-2	2	1	-3	7	1457
Cc1ccc2[nH]c(=O)c(CC=C(Cl)Cl)c(C)c2c1	3	-6	1	-5	1	-2	1	-2	0	1738
c1ccc(-c2cc(-c3ccc(N4CCOCC4)cc3)nc3ccccc23)cc1	5	-4	0.9	-14	1	3	1.1	-7	3	1514
CSc1nc2c(c(=O)n1-c1ccccc1)SCC2	12	-4	0.9	-12	-7	4	1	-2	-6	1326
Cc1cccc(NC(=S)NNC(=O)c2ccccc2OC(F)F)c1	-51	5	1.5	-8	8	1	1.1	-7	0	1782
COCC(=O)Nc1ccccc1NC(C)=O	11	-1	0.9	-18	3	-7	1.1	-7	0	1581
O=C(NCCCN1CCOCC1)c1ccc(Sc2ccc(F)cc2)c([N+](=O)[O-])c1	8	-3	0.9	6	2	1	1	-1	-2	1487
CC1=CC(=O)C(C(C)C)=CC1=NC(=O)c1ccc(C)cc1	2	-2	1	-9	2	5	1	-5	5	1506
O=c1[nH]c(CN2CCC(c3nc4ccccc4s3)CC2)nc2sc3c(c12)CCC3	10	x	0.9	-2	x	x	1	-3	x	x
O=C(Nc1ccccc1-c1ccccc1)C12CC3CC(CC(C3)C1)C2	2	0	1	-10	13	1	1	-5	13	1557
O=C(N/C(=C\c1cn(-c2ccccc2)nc1-c1ccccc1)C(=O)N1CCOCC1)c1ccccc1	4	10	1	-4	2	0	1	0	3	1701

Whole records from above:
CC1=CC(=O)C(C(C)C)=CC1=NC(=O)c1ccc(C)cc1 is entered as bIAP inhibitor = 2; PPARg SRC-1 ag = -2; bIAP activator = 1; TNAP inh no acc = -9; PPARg SRC-3 ag = 2; HMGR II inh = 5; TNAP act hi DEA = 1; TNAP inh hi DEA = -5; PPARg SRC2 recr = 5; SRC2 TRFRET art = 1506
CC(C)C1C(C#N)=C(N)Oc2n[nH]c(C(C)(C)C)c21 (centres undefined) is entered as bIAP inhibitor = 13; PPARg SRC-1 ag = -2; bIAP activator = 0.9; TNAP inh no acc = 2; PPARg SRC-3 ag = -2; HMGR II inh = 0; TNAP act hi DEA = 1; TNAP inh hi DEA = -4; PPARg SRC2 recr = 0; SRC2 TRFRET art = 1444

Next records
SMILES	bIAP inhibitor	PPARg SRC-1 ag	bIAP activator	TNAP inh no acc	PPARg SRC-3 ag	HMGR II inh	TNAP act hi DEA	TNAP inh hi DEA	PPARg SRC2 recr	SRC2 TRFRET art
CCOC(=O)C1=C(C)N(c2ccc(OCC)cc2)C(=O)/C1=C\c1ccco1	24	-1	0.8	7	1	2	0.9	10	-9	1307
COC(=O)N/N=C/c1cc([N+](=O)[O-])cc(Br)c1O	11	1	0.9	10	4	-2	0.9	13	0	1473
CC(Sc1nnnn1-c1ccccc1)C(=O)Nc1ccccc1-c1ccccc1 (centres undefined)	0	5	1	-13	3	-3	1	3	4	1640
C=CCc1ccc(OCCCOc2ccc(C)cc2OC)c(OC)c1	-4	7	1	-9	-3	-5	1.1	-7	0	1469
Cn1c(N)c(C(=O)c2ccccc2)c(=O)n(C)c1=O	13	-1	0.9	-6	-15	-1	1.1	-14	-3	1391
CC(C)(C)C(=O)Nc1ccc(C(=O)N/N=C/C2CC3C=CC2C3)cc1 (centres undefined)	17	-2	0.8	-1	0	2	1.1	-6	-2	1394
Cc1ccccc1CSc1nnc(C)c(=O)[nH]1	12	-3	0.9	-7	3	0	1	-2	-1	1520
CCCN1C(=O)c2cc(C(=O)NC3CCCCCC3)ccc2C1O (centres undefined)	8	3	0.9	-16	3	-8	1	0	12	1678
COc1ccc(Nc2nc(N3CCCCC3)nc(N3CCCCC3)n2)c(OC)c1	4	x	1	-4	x	x	1	-1	x	x
CC(C)=C1C2CCC1C1C(=O)N(c3nc(-c4ccc(C(C)C)cc4)c(C)s3)C(=O)C21 (centres undefined)	4	0	1	-14	-5	7	1.1	-6	0	1477
Cc1ccc(Cl)cc1NC(=O)CC(O)(C(F)(F)F)C(F)(F)F	0	-6	1	-16	7	-7	1	-4	6	1549
COc1ccccc1C1CN(c2ccc(F)cc2F)N=C1c1cccs1 (centres undefined)	-13	5	1.1	-60	-1	2	1.2	-23	3	1599
O=C(Nc1cc(C(F)(F)F)ccc1Cl)C(Sc1nnc(-c2cccs2)o1)c1ccccc1 (centres undefined)	11	5	0.9	-26	0	-8	1	-3	1	1522
C/C(=N\Nc1ccc([N+](=O)[O-])cc1[N+](=O)[O-])C(C)(C)C(C(=O)O)C(=O)O	27	14	0.7	12	5	-4	0.8	20	6	1606
CC(=O)N(C(C)=O)c1cccc2c(N(C(C)=O)C(C)=O)cccc12	12	-7	0.9	-7	-3	-1	1	-1	-8	1490
Cc1cc(SCC(=O)NCCC2=CCCCC2)nc2ccccc12	-5	10	1.1	-6	2	-4	1	-2	4	1483
COc1ccc(OC)c(S(=O)(=O)Nc2cccc(F)c2)c1	7	2	0.9	-6	-3	-3	1	-3	-2	1650
COC(=O)C(Cc1ccc(OC(=O)c2ccccc2C)cc1)N1Cc2ccccc2C1=O (centres undefined)	-8	12	1.1	-3	0	0	1	0	4	1517
COC(=O)CSc1nc(N)c2c3c(sc2n1)CCCC3	1	-2	1	-11	-4	-2	1.1	-7	-7	1383
O=C(CCc1nnc(-c2ccsc2)o1)N1CCc2c(Cl)cccc2C1	13	1	0.9	-6	2	-6	1	-2	8	1795
NC(=O)C(c1ccccc1)C1CCCCC1 (centres undefined)	18	6	0.8	-5	-12	5	1	0	0	1691
CCOC(=O)C(=Cc1ccc(-n2cncn2)cc1)C(=O)OCC	4	8	1	-17	2	1	1	-3	1	1657
COc1cc([N+](=O)[O-])ccc1NC(=O)CSc1nnc(C)c(C)n1	-4	3	1	-9	3	-12	1.1	-6	3	1871
Cc1ccccc1CN(c1ccc(C(=O)NCC2CCCO2)cc1)S(C)(=O)=O (centres undefined)	0	8	1	-5	1	-6	1	1	7	1706
CC(C)Cn1c(-c2ccccc2F)n[nH]c1=S	-13	10	1.1	52*	17	-1	1.1	-10	9	1665
O=C(NCc1ccc(F)cc1)c1cc2c(s1)CCCC2	x	5	0.3	-9	4	-1	1	-3	6	1739
CO/C(N)=C(\C#N)N=Cc1ccccc1Cl	-6	-3	1.1	0	0	-2	1	1	1	1468
COc1nn(CC(=O)N2N=C(C(F)F)CC2(O)C(F)F)cc1[N+](=O)[O-] (centres undefined)	31	-2	0.7	-1	7	-2	1	0	3	1539
COC(=O)c1cc(NC(=O)CSc2nnc(CN3CCOCC3)n2C)ccc1Cl	5	-6	1	-13	-5	-3	1	-4	-2	1449
COc1ccc(C(=O)NN2C(=O)C3C(c4ccccc4)C=CC(c4ccccc4)C3C2=O)cc1 (centres undefined)	7	7	0.9	-10	1	-8	1	-1	9	1552
Cc1ccccc1-c1ccc(C=Nc2c(C)n(C)n(-c3ccccc3)c2=O)o1	12	24*	0.9	-4	20	0	1	0	35*	2051*
CCCC1CCC(=NNC(=O)CNc2ccc(OC)cc2)CC1 (centres undefined)	-3	1	1	-2	3	-2	1	-2	-1	1496
